Bioassay records deposited in PubChem by National Center for Advancing Translational Sciences (NCATS).
Pf growth 48h: inhibits P. falciparum growth in the first generation, 48 h; AID 504832; P. falciparum luciferase growth in erythrocytes, 48 h; 310,000 compounds, 5.9% hits; Potency, µM (highest dose often 28.7 µM), inactives show at the highest dose activity change, negative = inhibition, hits mostly inhibitors; also: potency is read from the fitted curve at half-maximal effect; % is scaled to controls: 0 for no effect and ±100 for the full control effect
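Luciferase-expressing parasites in RBCs, 2% Hct / 0.1% parasitemia final; RPMI 1640 + 0.5% Albumax; 37 C, 5% CO2, one generation; luminescence read-out, lower signal = inhibition.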
Cycloheximide cs: affects cycloheximide protein synthesis inhibition readout, counter-screen | cell reporter, cycloheximide protein synthesis inhibition counterscreen | max response, % | 300,000 compounds, 12% hits | AID 2314; in the data active = max response mostly above about 13%, no sharp cut-off; inactive = mostly below about 14%; also: read at 38.3 µM for the half of the compounds with a filed dose; 0% is about no effect
TbPYK inhibitor: T. brucei pyruvate kinase inhibition; 410,000 compounds, 0.12% hits; Potency, µM (highest dose often 76.8 µM), without a hit: at the highest dose activity, negative = inhibition, hits mostly inhibitors; TbPYK enzyme, Kinase-Glo Plus ATP luminescence, 45 min; also: potency is read from the fitted curve at half-maximal effect; % is scaled to controls: 0 for no effect and ±100 for the full control effect; nearly all actives have a fitted effect of over 50% in size
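Luminescence from Kinase-Glo Plus, added after a 45-minute room-temperature reaction, served as the end-point read-out. The enzyme and substrate were preincubated with compound before ADP (130 uM final) initiated turnover. Concentration-effect curves came from normalized qHTS data.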
Shiga toxin inh: Shiga toxin inhibition. Vero cells, Shiga toxin protein synthesis inhibition reporter. inhibition, % at 38.7 µM. 290,000 compounds, 9.2% hits. AID 2315; in the data active = inhibition mostly above about 28%, no sharp cut-off; inactive = mostly below about 43%; also: 0% is about no effect
HCV inhibitor: blocks hepatitis C virus; Huh7.5.1 HCVcc-Cre infection, luciferase reporter, 44 h; Potency, µM (doses to about 41.8 µM), for inactives: at the highest dose activity change, negative = inhibition, usual class: inhibitors; 340,000 compounds, 3.4% hits; AID 651820; also: potency is read from the fitted curve at half-maximal effect; % is scaled to controls: 0 for no effect and ±100 for the full control effect
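Seed cells (1,000/well) for 4 h; treat with compound and infect with HCVcc-Cre, moi about 0.5. Incubate 44 h, then detect luciferase activity.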
LmPK inhibitor: inhibitors of Leishmania mexicana pyruvate kinase; purified LmPK, Kinase-Glo ATP luminescence, 1 h; Potency, µM (highest dose often 57.5 µM), for the others: at the top dose activity change, negative = inhibition, usual class: inhibitors; 290,000 compounds, 0.37% hits; AID 1721; also: potency is read from the fitted curve at half-maximal effect; % is scaled to controls: 0 for no effect and ±100 for the full control effect
Target sequence (Q27686 whole entry, looked up): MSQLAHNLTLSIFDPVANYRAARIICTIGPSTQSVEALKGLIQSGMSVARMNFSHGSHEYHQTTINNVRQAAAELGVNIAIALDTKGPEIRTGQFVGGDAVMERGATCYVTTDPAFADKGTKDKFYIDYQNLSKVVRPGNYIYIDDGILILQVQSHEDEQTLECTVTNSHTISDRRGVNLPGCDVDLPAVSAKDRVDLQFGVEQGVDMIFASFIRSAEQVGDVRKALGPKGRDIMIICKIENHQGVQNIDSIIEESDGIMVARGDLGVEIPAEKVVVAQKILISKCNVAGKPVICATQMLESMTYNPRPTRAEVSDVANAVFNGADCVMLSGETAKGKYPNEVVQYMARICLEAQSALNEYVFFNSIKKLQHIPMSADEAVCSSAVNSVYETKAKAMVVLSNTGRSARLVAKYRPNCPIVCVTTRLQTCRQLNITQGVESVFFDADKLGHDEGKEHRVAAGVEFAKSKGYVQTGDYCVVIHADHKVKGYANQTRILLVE
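ATP generated from ADP (0.1 mM) and PEP (0.5 mM) by 0.1 nM LmPK over 1 h at room temperature (pH 7.2 imidazole buffer) was detected by coupled luciferase luminescence. Values were normalized to uninhibited and no-enzyme wells.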
Pf growth 96h: P. falciparum growth inhibition at 96 hours; 320,000 compounds, 6.9% hits; Potency, µM (series often up to 28.7 µM), for inactives: at the top dose activity change, negative = inhibition, usual class: inhibitors; P. falciparum luciferase reporter growth, 96 h; AID 504834; also: potency is read from the fitted curve at half-maximal effect; % is scaled to controls: 0 for no effect and ±100 for the full control effect
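Infected RBCs, 2% Hct / 0.05% parasitemia final; luciferase-reporter P. falciparum; cpd 96 h, 37 C, 5% CO2; luciferase detection reagent; luminescence.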
* = called active by the depositor; & = joins results of further samples; [ ] = remark or other dose. Unless noted, calls follow the shape of the dose curve; as a rule, active = well fitted curve in the direction sought with a large enough effect; inconclusive = small, poorly fitted or top-dose-only effect, or another doubt; inactive = no such curve, though single readings can be large; an effect the other way counts as inactive or inconclusive.

Screening CCCCC(CC)CNC(=O)c1ncn[nH]1 (stereo unspecified) returned Pf growth 48h -7%, Cycloheximide cs -2, TbPYK inhibitor -2%, Shiga toxin inh -9, HCV inhibitor 15%, LmPK inhibitor -4% and Pf growth 96h inconclusive.
CC(C)(C)C(=O)Nc1cccc(OC(F)(F)C(F)Cl)c1 (stereo unspecified) was read as Pf growth 48h -2%, Cycloheximide cs 6, TbPYK inhibitor -1%, Shiga toxin inh -12, HCV inhibitor 4%, LmPK inhibitor -9% and Pf growth 96h -36%.
Screening COCCN(C(=O)COC(=O)Cc1coc2cc3c(cc12)CCC3)c1c(N)n(Cc2ccccc2)c(=O)[nH]c1=O returned Pf growth 48h -11%, TbPYK inhibitor -2%, HCV inhibitor inconclusive and Pf growth 96h 4%.
`CC1CCCCN1C(=O)CSc1nc(C2CC2)nc2ccccc12` (stereo unspecified) gave Pf growth 48h inconclusive, Cycloheximide cs -7, TbPYK inhibitor -1%, Shiga toxin inh -5, HCV inhibitor -9%, LmPK inhibitor -1% and Pf growth 96h -41%.
`Cc1nc2c(C(=O)NCc3ccc4c(c3)OCO4)c[nH]n2c(=O)c1Cl` gave Pf growth 48h -3%, Cycloheximide cs 1, TbPYK inhibitor -9%, Shiga toxin inh 19, LmPK inhibitor 5% and Pf growth 96h inconclusive.
`CCCCn1c(N)c(N(CC(C)C)C(=O)CN(C)S(=O)(=O)c2ccc(F)cc2)c(=O)[nH]c1=O` gave Pf growth 48h -18%, TbPYK inhibitor -7%, HCV inhibitor 2% and Pf growth 96h inconclusive.
For Cc1cc(C)c(-n2c(O)c(/C=N/N3CCCCC3c3cccnc3)c(=O)[nH]c2=O)c(C)c1 (stereo unspecified) the results were Pf growth 48h -21%, Cycloheximide cs -2, TbPYK inhibitor -4%, Shiga toxin inh -8, HCV inhibitor -4%, LmPK inhibitor -8% and Pf growth 96h -51%.
`O=C(c1cc(COc2cccc(C(F)(F)F)c2)on1)N1CCSCC1` gave Pf growth 48h 5%, Cycloheximide cs -1, TbPYK inhibitor -9%, Shiga toxin inh 27, LmPK inhibitor 1% and Pf growth 96h -9%.
`Cc1ccc(Cl)c(OC(=O)c2ccc(N3CCOCC3)c([N+](=O)[O-])c2)c1` gave Pf growth 48h 4%, Cycloheximide cs 0, TbPYK inhibitor -1%, Shiga toxin inh -15, HCV inhibitor -27%, LmPK inhibitor 3% and Pf growth 96h 50%[activator].
Screening COc1cccc(CNc2nc3nc(C)cc(C)n3n2)c1 returned Pf growth 48h 29%, Cycloheximide cs 11*, TbPYK inhibitor -24%, Shiga toxin inh 66, HCV inhibitor 5% and LmPK inhibitor 2%.
For C/C(=N\NC(=O)c1cc(C)nc2ccccc12)c1ccco1 the results were Pf growth 48h inconclusive, Cycloheximide cs -1, TbPYK inhibitor 3%, Shiga toxin inh 1, HCV inhibitor 12%, LmPK inhibitor 0% and Pf growth 96h -42%[5.75 µM].
For O=C(CCC1CC(=O)Nc2ccccc21)NCc1ccccc1 (stereo unspecified) the results were Cycloheximide cs -2, TbPYK inhibitor -17%, Shiga toxin inh -11, HCV inhibitor 8%, LmPK inhibitor -3% and Pf growth 96h -8%.
`CN(C)c1ccc(/C=N/c2cc(-c3ccccc3)nn2-c2ccccc2)cc1` gave Cycloheximide cs 39*, TbPYK inhibitor 4%, Shiga toxin inh 57*, HCV inhibitor inconclusive, LmPK inhibitor -5% and Pf growth 96h 91%[activator].
COc1ccccc1C1C(C(=O)c2cc3ccccc3o2)=C(O)C(=O)N1c1cc(C)on1 (stereo unspecified) was read as Pf growth 48h 34%[activator], Cycloheximide cs 2, TbPYK inhibitor 11%, Shiga toxin inh 23, HCV inhibitor 9%, LmPK inhibitor 13% and Pf growth 96h 2%.
NNC(=O)c1nnn(-c2nonc2N)c1-c1cccs1 was read as Pf growth 48h 13%, Cycloheximide cs -2, TbPYK inhibitor 0%, Shiga toxin inh -4, HCV inhibitor 8%, LmPK inhibitor -1% and Pf growth 96h 44%[activator].
`CCCc1[nH]n(-c2nc3ccccc3s2)c(=O)c1C=NCCN1CCOCC1` gave Pf growth 48h 15%, Cycloheximide cs 17, TbPYK inhibitor -4%, Shiga toxin inh 28, HCV inhibitor inconclusive, LmPK inhibitor -8% and Pf growth 96h inconclusive.
For Cc1nn(-c2ccccc2)c2[nH]c(=O)c(CNCc3ccc4c(c3)OCO4)cc12 the results were Pf growth 48h 4.7µM*, Cycloheximide cs 10, TbPYK inhibitor 0%, Shiga toxin inh 16, HCV inhibitor 0%, LmPK inhibitor 0% and Pf growth 96h 9%.
`COC(=O)CCCC1=CC2=CC(=O)C(C)(OC(=O)c3cccs3)C(=O)C2=CN1CCCOC(C)C` (stereo unspecified) gave Pf growth 48h inconclusive, Cycloheximide cs -1, TbPYK inhibitor -6%, Shiga toxin inh -4, HCV inhibitor 2%[8.37 µM], LmPK inhibitor -4%[11.5 µM] and Pf growth 96h 10%.
COc1ccc2cc(C(=O)NC3CCCCC3)c(=O)oc2c1 was read as Pf growth 48h 11%, Cycloheximide cs -1, TbPYK inhibitor 0%, Shiga toxin inh -17, HCV inhibitor 20%, LmPK inhibitor -16% and Pf growth 96h 56%[activator].
O=C(NCc1ccc2c(c1)OCO2)c1c[nH]c2ccc(S(=O)(=O)N3CCOCC3)cc2c1=O was read as Pf growth 48h 9%, Cycloheximide cs -2, TbPYK inhibitor 2%, Shiga toxin inh -33, HCV inhibitor 0%, LmPK inhibitor 11% and Pf growth 96h inconclusive.
`CC1=C/C(=C/N(C)C)C(=O)O1` gave Pf growth 48h inactive, Cycloheximide cs -1, TbPYK inhibitor -7%, Shiga toxin inh -2, HCV inhibitor 5%, LmPK inhibitor -7% and Pf growth 96h 21%.
For O=C(Nc1ccccc1)c1nnsc1S(=O)(=O)c1ccc(Cl)cc1 the results were Pf growth 48h -7%, Cycloheximide cs -2, TbPYK inhibitor -19%, Shiga toxin inh -15, HCV inhibitor -16%, LmPK inhibitor -11% and Pf growth 96h 4%.
Cc1ccccc1OCC(=O)Nc1cccc(NC(=O)c2ccco2)c1 was read as Pf growth 48h 30%[activator], Cycloheximide cs 2, TbPYK inhibitor 8%, Shiga toxin inh 25, HCV inhibitor inconclusive, LmPK inhibitor 1% and Pf growth 96h 4%.
COc1ccc(Cl)cc1NC(=O)CCn1cnc2ccccc2c1=O was read as Pf growth 48h -13%, Cycloheximide cs 0, TbPYK inhibitor 7%, Shiga toxin inh -3, HCV inhibitor 11µM*, LmPK inhibitor -7% and Pf growth 96h 7%.
`CCc1ccc(Nc2nnc(SC3CCOC3=O)s2)cc1` (stereo unspecified) gave Pf growth 48h 7%, Cycloheximide cs 11, TbPYK inhibitor -5%, Shiga toxin inh 33, HCV inhibitor 6%, LmPK inhibitor 4% and Pf growth 96h -6%.
Screening COc1cc2cc(C(=O)N(C)C3CCS(=O)(=O)C3)[nH]c2cc1OC (stereo unspecified) returned Pf growth 48h 12%, Cycloheximide cs -5, TbPYK inhibitor 0%, Shiga toxin inh 10, HCV inhibitor 12%, LmPK inhibitor -4% and Pf growth 96h -19%.
CCn1c(=NC(=O)CN2C(=O)CCC2=O)sc2c(C)cc(C)cc21 was read as Cycloheximide cs 6, TbPYK inhibitor 1%, Shiga toxin inh 6, HCV inhibitor -7%, LmPK inhibitor 6% and Pf growth 96h 20%.
For CCOc1ccc(OCCCC(=O)N(CC)CC(=O)Nc2c(F)cccc2F)cc1 the results were Pf growth 48h inconclusive, TbPYK inhibitor 0%, HCV inhibitor 9% and Pf growth 96h inconclusive.
For COc1ccc(C)cc1N(C)C(=O)Cc1c(C(=O)O)n(C)c2ccccc12 the results were Pf growth 48h -2%, Cycloheximide cs -6, TbPYK inhibitor -3%, Shiga toxin inh -2, HCV inhibitor 36%[activator], LmPK inhibitor -2% and Pf growth 96h 0%.
For Cn1c(=O)c2[nH]c(-c3cccnc3)nc2n(C)c1=O the results were Pf growth 48h 2%, Cycloheximide cs -1, TbPYK inhibitor 2%, Shiga toxin inh 15, HCV inhibitor 8%, LmPK inhibitor 4% and Pf growth 96h -3%.
Cc1cc(C)c(C#N)c(N2CCN(Cc3ccc4c(c3)OCO4)CC2)n1 was read as Pf growth 48h -18%, Cycloheximide cs -4, TbPYK inhibitor 3%, Shiga toxin inh -27, HCV inhibitor inconclusive, LmPK inhibitor -1% and Pf growth 96h inconclusive.
Screening CCC(=O)N1CCc2cc(S(=O)(=O)CCC(=O)NCc3ccc(C)cc3)ccc21 returned Pf growth 48h -1%, Cycloheximide cs -6, TbPYK inhibitor -2%&1%, Shiga toxin inh -6, HCV inhibitor 9%, LmPK inhibitor 1% and Pf growth 96h 47%[activator].
Cc1ccc(OCC(=O)N/N=C2\CCOc3c(C)cccc32)cc1 was read as Pf growth 48h 7%, Cycloheximide cs 9, TbPYK inhibitor 1%, Shiga toxin inh -6, HCV inhibitor 8%, LmPK inhibitor -4% and Pf growth 96h 69%[activator].
For COc1ccc(C)cc1NC(=O)CN1C(=O)COc2ccc(S(=O)(=O)N3CCOCC3)cc21 the results were Pf growth 48h 6%, Cycloheximide cs 11, TbPYK inhibitor -2%&7%, Shiga toxin inh 2, HCV inhibitor 2%, LmPK inhibitor 11% and Pf growth 96h -1%.
For CCc1nc(N)c(C#N)c(-c2ccncc2)c1C the results were Pf growth 48h 25%, Cycloheximide cs 1, TbPYK inhibitor 0%, Shiga toxin inh -16, HCV inhibitor 12%, LmPK inhibitor -2% and Pf growth 96h inconclusive.
`Cc1cccc(NC(=O)CSc2nnc(C)c(=O)n2N)c1C` gave Pf growth 48h 6%, Cycloheximide cs -1, TbPYK inhibitor 21%, Shiga toxin inh -12, HCV inhibitor 7%, LmPK inhibitor -2% and Pf growth 96h 10%.
`CCN(C(=O)COC(=O)CNS(=O)(=O)c1ccccc1)c1ccccc1` gave Pf growth 48h 0%, Cycloheximide cs -1, TbPYK inhibitor 1%, Shiga toxin inh 28, HCV inhibitor 7%, LmPK inhibitor 0% and Pf growth 96h 27%.
For COc1ccccc1N1CCN(C(=O)c2c(-c3c(F)cccc3Cl)noc2C)CC1 the results were Pf growth 48h inconclusive, Cycloheximide cs -1, TbPYK inhibitor 1%, Shiga toxin inh -3, HCV inhibitor -27%, LmPK inhibitor 1% and Pf growth 96h 12µM*.

Nothing new here: an excerpt of the list.
Screening CCCCC(CC)CNC(=O)c1ncn[nH]1 (stereo unspecified) returned Pf growth 48h -7%, Cycloheximide cs -2, TbPYK inhibitor -2%, Shiga toxin inh -9, HCV inhibitor 15%, LmPK inhibitor -4% and Pf growth 96h inconclusive.
CC(C)(C)C(=O)Nc1cccc(OC(F)(F)C(F)Cl)c1 (stereo unspecified) was read as Pf growth 48h -2%, Cycloheximide cs 6, TbPYK inhibitor -1%, Shiga toxin inh -12, HCV inhibitor 4%, LmPK inhibitor -9% and Pf growth 96h -36%.
Screening COCCN(C(=O)COC(=O)Cc1coc2cc3c(cc12)CCC3)c1c(N)n(Cc2ccccc2)c(=O)[nH]c1=O returned Pf growth 48h -11%, TbPYK inhibitor -2%, HCV inhibitor inconclusive and Pf growth 96h 4%.
